# LMPTP block = blocks human LMPTP phosphatase. P24666. recombinant LMPTP-A, OMFP fluorogenic substrate, fluorescence intensity. inhibition, % at 20 µM. hit rate 0.22% among 360,000. AID 651560;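 active means compounds that cut the enzyme signal by at least half of the control window in the single-dose screen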;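 further: plate controls were DMSO wells with enzyme plus substrate for no effect and substrate without enzyme for full effect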
# Target sequence (P24666 whole entry, looked up): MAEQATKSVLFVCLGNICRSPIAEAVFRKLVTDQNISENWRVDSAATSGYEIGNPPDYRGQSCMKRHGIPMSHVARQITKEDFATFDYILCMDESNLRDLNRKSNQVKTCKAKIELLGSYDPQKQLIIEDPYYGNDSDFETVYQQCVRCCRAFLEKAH
#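 Test system – LMPTP-A enzyme · Amount – LMPTP-A at 0.625 nM final in the reaction · Buffer or medium – Bis-Tris pH 6.0, DTT, detergent · Reagent – OMFP 400 µM · Doses – single 20 µM dose · Schedule – reaction 50 min, room temperature, dark · Detection – fluorescence intensity of OMFP turnover product · Evaluation – percent inhibition versus substrate-only and uninhibited controls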
# DNMT1 inh = inhibitors of human DNMT1 | AID 588458 | P26358 | DNMT1 molecular beacon, Hinp1I cleavage, fluorescence | inhibition (reported as % activation of signal), % at 10 µM | hit rate 0.83% among 360,000; in the data active means inhibition above about 50%
# MT1-MMP act inh = inhibitors of human MT1-MMP activation; HT1080 RFP-PRO-GFP cells, GFP/RFP ratio fluorescence, overnight; percent of plate control window, DMSO zero; P50281; AID 651647; GFP/RFP ratio change, % at 20 µM; hit rate 0.061% among 360,000;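 active means GFP/RFP ratio change of at least 30% with cell ATP level not reduced by more than half and red fluorescence within 50% of control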; further: strong numbers were not always called active
#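 Assay system: HT1080 RFP-PRO-GFP cells. Benchmarks: DMSO vehicle wells and RFP-L50D-GFP reporter cell wells. Times: overnight cell settling, then overnight compound exposure, 37 °C, 5% CO2. Compound: 20 µM single dose, 1% DMSO. Read-out basis: GFP/RFP fluorescence ratio.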
# SUMO1-SIM PPI = alters human SUMO1 binding to SIM partners | P63165 | SUMO1 binding to a labelled peptide, TR-FRET, 1 h | inhibition, % at 20 µM | hit rate 0.33% among 360,000; in the data active means inhibition above about 37%
# Target sequence (P63165 whole entry, looked up): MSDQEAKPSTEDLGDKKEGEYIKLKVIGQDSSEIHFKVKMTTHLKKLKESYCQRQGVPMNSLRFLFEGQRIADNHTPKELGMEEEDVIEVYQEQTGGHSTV
# SKN-1 inh = blocks SKN-1 activity in C. elegans. C. elegans VP596 Pgst-4::GFP/RFP ratio, acrylamide-induced, 24 h. inhibition, % at 21.8 µM. hit rate 0.49% among 360,000. AID 624304;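 active means interference check ratio from 0.5 to 1.5 plus GFP to RFP signal ratio inhibition reaching or exceeding a fixed threshold, cut at about 30% in these data, passing the limit was not always enough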; further: some compounds called inactive have numbers as strong as hits
# STEP block = inhibitors of human striatal-enriched phosphatase STEP | P54829 | recombinant STEP, OMFP fluorogenic substrate, fluorescence | inhibition, % at 20 µM | hit rate 0.25% among 360,000 | AID 588621;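 active means inhibition at 20 µM, scaled per plate between control wells, above about 37%, limit read from the data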;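 further: 0% = DMSO with enzyme and substrate and 100% = substrate only without enzyme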
# Target sequence (P54829 whole entry, looked up): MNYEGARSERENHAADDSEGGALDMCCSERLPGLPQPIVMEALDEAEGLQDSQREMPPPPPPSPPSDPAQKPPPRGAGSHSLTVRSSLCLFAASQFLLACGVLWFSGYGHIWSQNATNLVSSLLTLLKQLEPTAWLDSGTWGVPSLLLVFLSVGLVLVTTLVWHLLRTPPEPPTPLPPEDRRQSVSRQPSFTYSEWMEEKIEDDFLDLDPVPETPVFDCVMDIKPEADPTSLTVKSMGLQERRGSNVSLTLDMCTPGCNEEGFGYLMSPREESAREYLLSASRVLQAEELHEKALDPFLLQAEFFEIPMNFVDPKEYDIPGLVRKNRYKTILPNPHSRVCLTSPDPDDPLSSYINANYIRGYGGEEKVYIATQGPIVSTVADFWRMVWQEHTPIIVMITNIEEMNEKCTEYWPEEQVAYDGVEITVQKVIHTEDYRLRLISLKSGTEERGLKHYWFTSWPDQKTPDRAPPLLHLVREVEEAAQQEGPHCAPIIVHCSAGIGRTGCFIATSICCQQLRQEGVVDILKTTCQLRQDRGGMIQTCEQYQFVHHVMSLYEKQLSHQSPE
#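 System: STEP (striatal-enriched tyrosine phosphatase) enzyme, cell-free; medium: Bis-Tris pH 6.0 buffer with DTT, detergent; dosing: 20 µM, 1% DMSO; times: reaction 20 min, ambient temperature; detection: fluorescence, 480/540 nm; read-out basis: normalized % inhibition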
# Rpn11 block = blocks the human proteasome subunit Rpn11. calls only at 20 µM. human 26S proteasome, Ub4-pepOG fluorescence polarization; 20S core pre-blocked with epoxomicin. O00487. AID 588493. hit rate 0.59% among 360,000;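 active means inhibition at 20 µM, scaled to each plate's controls, above about 33%, limit read from the data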
# NadD inh = blocks S. aureus nicotinate mononucleotide adenylyltransferase; inhibition, % at 20 µM; hit rate 0.78% among 360,000; AID 602399; purified NadD enzyme, colorimetric absorbance read-out; in the data active means inhibition above about 26%; further: some compounds past the cut are filed as inactive
# Scp-1 inhibitor = blocks human Scp-1 phosphatase activity. Q9GZU7. Recombinant Scp1, phosphopeptide, malachite green phosphate absorbance. inhibition, % at 20 µM. hit rate 0.88% among 340,000. AID 493091;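 active means inhibition above about 50% at 20 µM, limit read from the data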;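 further: plate controls were DMSO wells with enzyme for no effect and wells lacking enzyme for full effect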
# Target sequence (Q9GZU7 76-261 limits assumed): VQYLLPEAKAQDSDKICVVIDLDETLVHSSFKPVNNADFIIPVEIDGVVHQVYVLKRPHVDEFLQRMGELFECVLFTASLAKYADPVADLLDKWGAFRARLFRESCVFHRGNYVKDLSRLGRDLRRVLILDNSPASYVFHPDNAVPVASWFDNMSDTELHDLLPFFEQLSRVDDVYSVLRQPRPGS
#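 Material: truncated SCP-1 phosphatase (76-261aa) / Buffer or medium: 50 mM Tris acetate pH 5.5, 0.005% Tween-20, 10 mM MgCl2 / Compound dosing: one concentration, 20 µM, with 1.0% DMSO / Incubation: 45 min room-temperature reaction, 5 min colour, 30 min stabiliser / Detection: colorimetric free-phosphate detection, absorbance 630 nm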
# CendR NRP1 mod = modulators of CendR peptide binding to human neuropilin-1. O14786. FAM-RPARPAR peptide binding to NRP-1, fluorescence polarization. inhibition, % at 25 µM. hit rate 0.85% among 360,000. AID 602438;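 active means inhibition or corrected inhibition above about 18%, plus a signal ratio from 0.5 to 1.5, limit read from the data, passing the limit was not always enough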; further: strong numbers were not always called active
# The depositor's hits bear a star; i = inactive; . = no result given.
SMILES,LMPTP block,DNMT1 inh,MT1-MMP act inh,SUMO1-SIM PPI,SKN-1 inh,STEP block,Rpn11 block,NadD inh,Scp-1 inhibitor,CendR NRP1 mod
CC1CCN(C(=O)COC(=O)c2cc3ccccc3oc2=O)CC1,1.0,0.8,6.2,-33.4,-15.1,-5.0,i,2.0,4.7,-5.8
COc1ccccc1-n1cc(CN2CCCC(CO)(Cc3cccc(Cl)c3)C2)cn1 (stereo not given),-0.5,-5.1,-3.0,0.2,-1.2,-1.7,i,-10.5,-4.3,1.2
CCCC(=O)NCCc1nc2cc([N+](=O)[O-])ccc2n1C,0.2,0.3,10.9,-0.4,1.8,-1.5,i,2.7,0.7,6.4
Cc1ccc(S(N)(=O)=O)c(C)c1-n1cnnn1,-0.5,1.5,-0.2,1.3,7.7,-1.4,i,5.8,-5.2,2.7
CCCCNC1=C(Br)C(=O)CC(C)(C)C1,2.4,1.0,2.1,-0.8,-4.0,-0.9,i,-2.4,-4.8,-7.6
CC(C)(C)n1nnnc1C(c1ccncc1)N(Cc1ccccc1)Cc1ccco1 (stereo not given),-0.6,-5.8,-4.7,17.1,8.7,1.9,i,4.3,-1.0,-19.0
COc1ccc(OCC(Cn2cnc3ccccc32)OC(C)=O)cc1 (stereo not given),-2.9,-2.5,0.6,4.0,-2.0,0.7,i,-5.3,-7.4,-16.9
NC(=O)C1CC(=O)N(c2ccc(OCc3c(Cl)cccc3Cl)cc2)C1 (stereo not given),-0.1,-1.1,2.2,-2.7,2.8,0.6,i,-6.2,-3.9,-21.5
CCOC(=O)c1c(NC(C)=O)no[n+]1[O-],0.2,2.1,-4.9,0.3,-16.1,-0.7,i,3.7,1.0,12.2
COC(=O)[C@H](C)N1C/C=C\COc2c(Cl)cc(Cl)cc2S1(=O)=O,-0.4,3.8,1.0,6.4,-13.6,-0.7,i,-8.3,3.9,4.6
NC1=NC(=O)C(Cc2cc(Cl)ccc2Cl)S1 (stereo not given),-0.6,-2.5,6.4,1.7,1.9,-2.3,i,1.7,-5.5,3.0
O=C(Cc1ccc(NC2=NC3CS(=O)(=O)CC3S2)cc1)NCc1ccc(Cl)cc1 (stereo not given),-0.5,-3.0,4.1,0.2,-6.4,2.4,i,2.3,-9.2,-1.7
C=CC[C@]12C=C(OC)C(=O)C(OC)=C1O[C@@H](c1ccc3c(c1)OCO3)[C@H]2C,0.7,-1.6,-4.8,3.6,-0.1,-2.1,i,-6.4,-1.3,9.1
CC1CN(S(=O)(=O)c2cccc(C(F)(F)F)c2)C(C)N1C(=O)N1CCOCC1 (stereo not given),-0.2,2.5,1.6,-5.6,17.6,-0.2,i,1.4,-3.6,6.1
CCC(=O)N1CCN(c2nc(C)nc3sc(C)c(C)c23)CC1,-0.2,1.4,-3.8,-1.9,12.8,3.5,i,-0.7,-2.0,1.5
Cc1cc(C)nc(SCC(=O)Nc2ccnc3ccccc23)n1,22.5,-0.7,-2.7,1.7,-0.1,-1.2,i,0.3,1.8,8.5
Cc1nn(C)c(C(=O)NNC(=S)NCc2ccccc2)c1Cl,-1.4,2.2,-3.4,3.1,6.9,-0.4,i,-10.0,1.1,-0.9
Cc1ccc(N2CC(C(=O)NCc3cccs3)CC2=O)cc1 (stereo not given),-2.7,-3.7,1.5,5.4,11.0,5.9,i,-2.3,7.4,5.0
Cn1c(=O)c2c(nc(OCc3ccc4c(c3)OCO4)n2Cc2ccccc2Cl)n(C)c1=O,0.7,0.5,-3.9,0.0,18.4,0.7,i,-3.7,-2.2,0.8
CCOC(=O)c1cnc2ccc(C)cc2c1N(C)Cc1ccccc1,0.1,6.1,-6.6,-6.7,-4.4,0.0,i,1.0,-5.7,11.8
CCOC(=O)c1ccc(NC(=O)c2ccc3c(c2)C(=O)N(Cc2cccnc2)C3=O)cc1,5.3,-3.1,-4.8,-7.5,-6.0,2.6,i,3.1,4.0,-5.1
CCN(CC)C(=O)CCCc1c[nH]c2ccccc12,-0.6,-1.3,-0.8,1.6,7.7,-2.2,i,-0.5,-4.9,-2.1
CCn1c(SCC(=O)n2nc(C)cc2C)nnc1-c1ccc2c(c1)OCO2,-1.3,3.4,0.7,18.1,22.9,3.0,i,0.0,-3.8,-2.9
COc1ccc(-n2nc3cc(C)c(NC(=S)NC(=O)c4ccccc4C)cc3n2)cc1,0.0,25.4,2.5,1.5,-8.5,4.0,i,6.4,-0.3,-1.7
O=C(C1CCC(=O)N(C2CCCC2)C1)N1CCC(Oc2cccc(F)c2)CC1 (stereo not given),-0.9,4.3,-0.8,-2.7,-2.5,-1.9,i,-1.0,-5.2,-2.5

# Reformatted bar-delimited: part of the list above.
structure | LMPTP block | DNMT1 inh | MT1-MMP act inh | SUMO1-SIM PPI | SKN-1 inh | STEP block | Rpn11 block | NadD inh | Scp-1 inhibitor | CendR NRP1 mod
O=C(Cc1ccc(NC2=NC3CS(=O)(=O)CC3S2)cc1)NCc1ccc(Cl)cc1 (stereo not given) | -0.5 | -3.0 | 4.1 | 0.2 | -6.4 | 2.4 | i | 2.3 | -9.2 | -1.7
CCC(=O)N1CCN(c2nc(C)nc3sc(C)c(C)c23)CC1 | -0.2 | 1.4 | -3.8 | -1.9 | 12.8 | 3.5 | i | -0.7 | -2.0 | 1.5
Cn1c(=O)c2c(nc(OCc3ccc4c(c3)OCO4)n2Cc2ccccc2Cl)n(C)c1=O | 0.7 | 0.5 | -3.9 | 0.0 | 18.4 | 0.7 | i | -3.7 | -2.2 | 0.8

# Following part
SMILES,LMPTP block,DNMT1 inh,MT1-MMP act inh,SUMO1-SIM PPI,SKN-1 inh,STEP block,Rpn11 block,NadD inh,Scp-1 inhibitor,CendR NRP1 mod
OCC(CO)(CO)N=Cc1cc(Br)ccc1O,-0.6,-1.1,1.0,0.4,2.6,1.8,i,6.0,-7.8,-0.4
COc1ncccc1C(=O)N1CCCC(C(=O)c2cccc(OC(C)C)c2)C1 (stereo not given),-2.8,-1.7,-1.5,3.8,-3.5,-6.3,i,-4.8,-8.9,-9.1
Cc1ccc(S(=O)(=O)N2CCN(c3ccc(S(=O)(=O)N4CCOCC4)cn3)CC2)cc1,0.5,0.7,3.0,1.0,-21.6,-7.6,i,-2.4,-4.3,-0.2
COCCCn1c(=N)c(C(N)=S)cc2c(=O)n3cccc(C)c3nc21,6.3,54.0*,-15.1,22.2,11.6,6.8,i,27.7,-9.0,-2.6
Oc1oc(-c2ccccc2)nc1/C=N/c1ccccn1,1.0,3.5,6.1,-12.5,0.3,2.6,i,0.1,0.9,7.6
CC(C)n1cc(CN2CCCC(CO)(Cc3cccc(Cl)c3)C2)cn1 (stereo not given),-0.3,-0.1,3.3,0.4,-8.2,-2.3,i,-5.1,-5.4,0.9
CCCS(=O)(=O)NC(=O)C1(C)CCN(C(=O)c2ccc(F)c(C)c2)C1 (stereo not given),-1.8,7.8,-1.1,2.2,-6.8,2.1,i,0.0,.,-1.4
Cc1nn(CC(=O)N2CCN(c3ccccc3)CC2)c(C)c1[N+](=O)[O-],-0.6,0.5,0.0,3.1,-1.3,-0.1,i,-2.3,9.2,5.6
COc1ccc(C(=O)Nc2ccc(NC(=O)c3ccccc3F)cn2)cc1,-1.2,-0.5,5.7,6.7,19.4,1.3,i,-0.9,3.7,-7.5
COc1ccc(S(=O)(=O)N(C)C[C@H]2Oc3cc(Br)ccc3S(=O)(=O)N([C@H](C)CO)C[C@H]2C)cc1,-0.9,0.7,-3.5,3.6,-1.9,-0.1,i,-5.8,.,7.1
Cc1ccc(S(=O)(=O)CC(=O)c2cc3cccc(C)c3oc2=O)cc1,-0.9,5.0,-2.6,-23.5,2.2,-0.3,i,12.6,-5.1,-28.7
COc1ccc(-c2csc(-n3ncc(C(=O)O)c3C(F)(F)F)n2)cc1,-0.2,-0.3,1.3,2.1,-0.2,-3.4,i,-8.9,-10.1,5.8
C=Cc1ccc(CC2(C)C(=O)Nc3ccc(-c4cccnc4)cc32)cc1 (stereo not given),0.6,-2.0,-15.9,2.9,28.8,1.2,i,-2.9,.,-8.7
CCC1COCCS(=O)(=O)N1Cc1cccc(Cl)c1 (stereo not given),-1.5,3.2,1.1,0.7,21.9,-1.8,i,-3.7,-3.0,4.3
COc1ccccc1NC(=O)N1CCn2c(nc3ccccc32)C1,-0.5,-0.5,4.2,2.2,5.3,-1.7,i,0.9,-12.9,6.1
O=C(CSCc1c(Cl)cccc1Cl)Nc1ccccc1C(=O)N1CCOCC1,-0.5,-1.2,-0.5,0.0,2.9,0.4,i,-4.0,-4.9,14.0
COCCNc1nc2cc(-c3ccc(F)cc3)sc2c(=O)n1C,-1.3,-1.1,6.4,-30.4,12.6,-0.2,i,-3.8,.,0.2
C=CCc1ccc(OCCOCCOc2cccc3cccnc23)c(OC)c1,-0.2,0.6,-0.5,-4.8,5.0,-1.4,i,1.1,-1.8,7.0
CCOc1ccc2nc3sc(C(=O)N4CCOCC4)c(N)c3cc2c1,-0.1,-7.0,-2.0,-5.2,16.7,5.7,i,1.5,1.9,-10.4
COc1cc2c(cc1OC)CN(C(=O)C1CCC(=O)N(CCCN3CCOCC3)C1)CC2 (stereo not given),-1.9,-2.3,1.6,2.0,5.6,4.5,i,-1.7,-3.5,-0.9
Cc1ccc(NC(=O)c2cccc(C(=O)Nc3ccc(C)c(C)c3)n2)cc1C,2.7,5.8,2.1,1.7,12.4,4.8,i,6.6,-7.2,14.2
Cc1ccc(NC(=S)NCc2ccc3c(c2)OCO3)cc1,-0.3,-0.3,-1.9,-1.5,-4.1,0.8,i,-1.9,3.2,-0.7
COc1ccc(N2CCN(C(=O)Cc3ccc(Cl)cc3)CC2)cc1,0.6,-6.8,5.9,-0.9,0.8,-2.9,i,1.9,-2.0,6.2
CCc1nc2c(OCC3COc4ccccc4O3)cccn2c1N(C)C(=O)c1cccc(OC)c1 (stereo not given),0.3,-7.4,-5.7,8.9,-8.4,3.2,i,2.8,.,-18.0
C=CCSc1nnc(COc2ccc(=O)n(-c3ccccc3)n2)n1CC,-1.0,3.4,5.3,-1.9,-0.4,-2.6,i,-7.2,-11.6,-7.9
Cc1cccc(COC(=O)Nc2ccc(NC(=O)c3ccccc3Cl)cc2)c1,6.8,0.8,2.7,-1.3,7.2,0.6,i,-5.6,8.9,5.9
COc1ccc(N(CC(=O)N2CCN(c3ccc(Cl)cc3)CC2)S(=O)(=O)c2c(C)n[nH]c2C)cc1,0.3,-0.2,-1.4,1.7,-1.5,-2.7,i,-1.1,-3.5,-4.1
COc1ccc(NS(=O)(=O)c2csc(C(N)=O)c2)cc1OC,-0.9,3.6,-1.6,-2.2,7.4,-1.6,i,-7.9,-2.8,-6.9
